# PTHR1 ag: qHTS for PTHR1 Agonists: Primary Screen | 0.075% of 410,000 active | Parathyroid hormone/parathyroid hormone-related peptide receptor (Homo sapiens), Q03431 | Potency, µM (highest dose often 115 µM), for inactives: at the top dose activation, hits mostly activators | HEK293 GP2 PTHR1 cells, GloSensor cAMP luminescence, 1 h; also: potency is read from the fitted curve at half-maximal effect; nearly all actives have a fitted effect of over 55% in size; some results filed as inactive show a strong effect at the top dose; inactives centre near -15; many of its hits are not listed in these tables
#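 HEK-293-derived GP2 cells expressing PTHR1 and a GloSensor cAMP reporter, 3,000/well, plated overnight, given luciferin plus IBMX (each 0.5 mM as added) for 1 h at 37 °C, then compound for 1 h at 37 °C. Luminescence was read after 15 min at room temperature.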
# EPAC2 antag: qHTS for Antagonist of cAMP-regulated guanine nucleotide exchange factor 2 (EPAC2): primary screen. EPAC2 GEF exchange of Rap1B-BODIPY-GDP, fluorescence. Rap guanine nucleotide exchange factor 4 (Homo sapiens), Q8WZA2. 0.18% of 360,000 active. Potency, µM (top dose mostly 114 µM), for inactives: at the top dose activity, negative = inhibition, most hits filed as inhibitors. AID 720708, 2013; also: potency is read from the fitted curve at half-maximal effect; % is scaled to controls: 0 for no effect and ±100 for the full control effect; nearly all actives have a fitted effect of over 45% in size; many of its hits are not listed in these tables
# Target sequence (Q8WZA2 whole entry, looked up): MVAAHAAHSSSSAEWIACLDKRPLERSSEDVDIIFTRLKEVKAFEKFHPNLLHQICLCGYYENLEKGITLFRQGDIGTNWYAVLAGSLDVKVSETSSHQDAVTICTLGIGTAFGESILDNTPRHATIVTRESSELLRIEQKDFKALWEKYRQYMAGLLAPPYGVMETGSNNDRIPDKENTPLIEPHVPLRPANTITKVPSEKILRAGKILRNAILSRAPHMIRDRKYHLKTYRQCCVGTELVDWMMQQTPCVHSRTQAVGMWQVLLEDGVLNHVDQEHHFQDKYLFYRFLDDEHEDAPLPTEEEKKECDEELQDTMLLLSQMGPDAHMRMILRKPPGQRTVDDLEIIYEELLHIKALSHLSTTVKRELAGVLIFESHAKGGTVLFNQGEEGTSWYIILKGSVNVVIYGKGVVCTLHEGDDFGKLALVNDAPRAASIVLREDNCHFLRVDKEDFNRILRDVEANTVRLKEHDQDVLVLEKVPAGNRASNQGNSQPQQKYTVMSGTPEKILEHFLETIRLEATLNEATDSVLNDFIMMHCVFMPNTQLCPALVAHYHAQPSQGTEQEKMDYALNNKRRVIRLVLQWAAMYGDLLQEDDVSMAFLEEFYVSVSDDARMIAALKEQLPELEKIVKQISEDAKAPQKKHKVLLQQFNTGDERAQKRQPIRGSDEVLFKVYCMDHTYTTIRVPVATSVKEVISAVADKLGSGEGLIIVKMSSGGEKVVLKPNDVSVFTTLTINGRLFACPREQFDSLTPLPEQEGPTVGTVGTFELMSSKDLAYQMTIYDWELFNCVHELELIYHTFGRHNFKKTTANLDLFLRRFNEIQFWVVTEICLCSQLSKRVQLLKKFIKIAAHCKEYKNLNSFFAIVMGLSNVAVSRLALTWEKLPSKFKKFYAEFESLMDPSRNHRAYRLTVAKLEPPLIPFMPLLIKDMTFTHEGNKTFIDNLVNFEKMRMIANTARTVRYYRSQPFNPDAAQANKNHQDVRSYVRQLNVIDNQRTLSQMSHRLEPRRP
# D3 ag: qHTS of D3 Dopamine Receptor Agonist: qHTS; D(3) dopamine receptor (Homo sapiens), P35462; D3R DiscoveRx beta-arrestin cells, luminescence, 90 min; max activation, %; 0.58% of 410,000 active; AID 652048, 2013; in the data active = max activation above about 30%; also: 0% is about no effect; mostly tested at two doses, the higher about 12 µM
#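 Cells at 1500/well, incubated overnight, then treated with pinned compounds (dopamine as control) for 90 min at 37 degrees C. DiscoveRx reagent added for 30 - 60 minutes at room temperature; luminescence read.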
# pAkt inh: HTS Assay for Inhibitors of Akt Phophorylation: Primary Screen | Neuro2A IGF-stimulated pAkt S473 HTRF, 20 min; active compounds read low | activity change, % for hits at 50 µM | 0.32% of 360,000 active; in the data active = activity change below about -80%; inconclusive = mostly about -51% to -80%; also: % is scaled to controls: 0 for no effect and ±100 for the full control effect
#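 Neuro2A cells (4,500/well, DMEM with 0.5% FBS) were treated with compound at a single 50 µM final concentration, stimulated with 6 nM IGF for 20 min at 37 °C, and lysed. Phospho-Akt Ser473 was read by HTRF as 665/615 ratio ×10^4.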
# D3 antag: qHTS of D3 Dopamine Receptor Antagonist: qHTS. D(3) dopamine receptor (Homo sapiens), P35462. D3R cells, DiscoveRx beta-arrestin luminescence, antagonist mode; active compounds read low. max response, negative = inhibition, %. 2.5% of 360,000 active. AID 652054, 2013; in the data active = max response below about -50%; inconclusive = no clear call, values can overlap the other calls; also: % is scaled to controls: 0 for no effect and ±100 for the full control effect; mostly tested at two doses, the higher about 12 µM
#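 Cells expressing the human receptor were seeded at 1500 cells/well, incubated overnight at 37 degrees C in 5% CO2, then exposed to library compounds with dopamine controls for 90 minutes at 37 degrees C before luminescent detection.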
# MmCpn inh: Inhibitors of TCP-1 ring complex (TRiC) of Methanococcus maripaludis (MmCpn): qHTS; Chaperonin Mm-Cpn (Methanococcus maripaludis); purified Mm-Cpn ATPase, ADP Transcreener TR-FRET; Potency, µM (highest dose often 76.9 µM), for the others: at the highest dose activity, negative = inhibition, usual class: inhibitors; 0.031% of 330,000 active; AID 504842, 2011; also: potency is read from the fitted curve at half-maximal effect; % is scaled to controls: 0 for no effect and ±100 for the full control effect; nearly all actives have a fitted effect of over 80% in size
#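 Purified archaeal Mm-CPN (25nM final) preincubated 10 min at 37degC with compound, then 10uM ATP for 30 min at 37degC; ADP measured by HTRF Transcreener TR-FRET; buffer 30 mM TRIS pH 7.4, 100mM KCl, 5mM MgCl2, 1mM DTT.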
# CCT modulator: High-Throughput Screening for Modulators of Cytosolic Chaperonin Activity | purified chaperonin ATPase assay, HTRF ADP detection, 30 min | activity change, % (test concentration not listed), hits read low | 0.3% of 360,000 active | AID 651819, 2012; in the data active = activity change below about -30%; also: % is scaled to controls: 0 for no effect and ±100 for the full control effect
#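 TRiC at 40 or 20 nM final (batch-dependent) in 30 mM Tris pH 7.4, 100 mM KCl, 5 mM MgCl2, 1 mM DTT, with compound at single 76 uM and 10 uM ATP, 30 min at 37 deg C. ADP detected by HTRF Transcreener, 665/615 ratio.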
# EPAC2 ag: qHTS for Agonist of cAMP-regulated guanine nucleotide exchange factor 4 (EPAC2): primary screen; Rap guanine nucleotide exchange factor 4 (Homo sapiens), Q8WZA2; EPAC2 activation, biochemical qHTS; response scale: 100% = 6.5 mM cAMP response; Potency, µM (series often up to 154 µM), without a hit: at the top dose activation, usual class: activators; 0.079% of 360,000 active; AID 720711, 2013; also: potency is read from the fitted curve at half-maximal effect; nearly all actives have a fitted effect of over 50% in size
#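 Exchange assay: 100 nM EPAC2 with 250 nM Rap1B-BODIPY-GDP and 50 uM GDP. Fluorescence (ex 480/em 540 nm) read every 5 min for 30 min at room temperature. Data normalized to 6.5 mM cAMP as agonist control.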
# The depositor's hits bear a star; i = inactive; ? = inconclusive; . = not tested or not shown; [ ] = another dose, or the depositor's remark. Unless noted, calls follow the shape of the dose curve; as a rule, active = well fitted curve in the direction sought with a large enough effect; inconclusive = small, poorly fitted or top-dose-only effect, or another doubt; inactive = no such curve, though single readings can be large; an effect the other way counts as inactive or inconclusive. A portion of the library; rates above refer to the full screens.
# Start of the data: the first four records (preview)
# Below each compound: PTHR1 ag	EPAC2 antag	D3 ag	pAkt inh	D3 antag	MmCpn inh	CCT modulator	EPAC2 ag
CCCCn1nnnc1C(C1CC1)N1CCN(C/C=C/c2ccccc2)CC1 (configuration not stated)
    4%	-19%	-13	i	-137*	.	1.0	-2%
OC(c1cccc(Cl)c1)c1nc(-c2cnc3ccccc3c2)cs1 (configuration not stated)
    -52%[inhibitor]	2%	0	i	21	.	0.3	10%
Cc1c(OCC(=O)NC(Cc2ccc(Cl)cc2)C(=O)O)ccc2c3c(c(=O)oc12)CCC3 (configuration not stated)
    -20%	-9%	-8	i	26	0%	0.0	-6%
CCn1c(CC(=O)Nc2cccc(OC)c2)nnc1SCC(=O)N1CCN(c2ccccc2)CC1
    -12%	-12%	5	i	?	-2%	-2.6	7%

# The listing, previewed entries included:
# Below each compound: PTHR1 ag	EPAC2 antag	D3 ag	pAkt inh	D3 antag	MmCpn inh	CCT modulator	EPAC2 ag
CCCCn1nnnc1C(C1CC1)N1CCN(C/C=C/c2ccccc2)CC1 (configuration not stated)
    4%	-19%	-13	i	-137*	.	1.0	-2%
OC(c1cccc(Cl)c1)c1nc(-c2cnc3ccccc3c2)cs1 (configuration not stated)
    -52%[inhibitor]	2%	0	i	21	.	0.3	10%
Cc1c(OCC(=O)NC(Cc2ccc(Cl)cc2)C(=O)O)ccc2c3c(c(=O)oc12)CCC3 (configuration not stated)
    -20%	-9%	-8	i	26	0%	0.0	-6%
CCn1c(CC(=O)Nc2cccc(OC)c2)nnc1SCC(=O)N1CCN(c2ccccc2)CC1
    -12%	-12%	5	i	?	-2%	-2.6	7%
COc1cc(Nc2ccn3nc(-c4ccccc4Cl)cc3n2)cc(OC)c1OC
    -22%	18%	6	i	35	.	0.2	-2%
CC(=O)Nc1ccc(NC(=O)C(C)OC(=O)CNC(=O)c2cccs2)cc1 (configuration not stated)
    i	9%	5	i	24	0%	-3.7	7%
O=C1CCCCC1Nc1ccc([N+](=O)[O-])cc1 (configuration not stated)
    i	-1%	3	i	?	.	0.0	14%
COCCNC(=O)C(c1ccccc1F)N(C(=O)C(=O)NC1CCCC1)C1CCCCC1 (configuration not stated)
    i	9%	-13	i	4	1%	1.3	-5%
COc1ccc(/C=C(/NC(=O)/C=C/c2ccccc2)C(=O)NCCCCCC(=O)O)cc1
    16%	-4%	-9	i	-7	-1%	0.6	4%
CC(C)NC(=O)N(Cc1ccc(Cl)cc1)Cc1cccs1
    i	-22%	-2	i	13	-4%	0.5	10%
Cn1c(=O)n(C)c2cc(CNC(=O)[C@H]3O[C@@H](n4cnc5c(N)ncnc54)[C@H](O)[C@@H]3O)ccc21
    -11%	-4%	9	i	25	.	-7.4	7%
CC(C)C(NC(=O)c1ccc(F)cc1)C(=O)Nc1cccnc1 (configuration not stated)
    i	0%	1	i	9	1%	-3.5	4%
CCn1c(SCC(=O)NNC(=O)c2ccccc2)nnc1-c1ccncc1
    -1%[57.5 µM]	5%	1	i	-21	1%	0.1	6%
COc1ccc(CNC(=O)C2CCCN2C)cc1OC (configuration not stated)
    0%	0%	0	i	-1	-1%[15.4 µM]	-2.3	7%
CCN(CC(=O)NCc1ccc(F)cc1)C(=O)C(C)Oc1cccc(Cl)c1 (configuration not stated)
    -16%	-7%	-11	i	7	-5%	0.9	0%
OC1CN=C2CCCc3c2n(c2ccc(Cl)cc32)C1 (configuration not stated)
    i	11%	-15	i	-77*	-3%	-1.3	4%
CC(C)CN1CCN(Cc2cccn2-c2ccccn2)CC1CCO (configuration not stated)
    8%	-1%	3	i	-13	2%[15.4 µM]	0.4	10%
Cn1c(CNC(=O)c2ccccc2)nnc1SCC(=O)N1CCN(c2ccccc2)CC1
    -25%[57.5 µM]	1%	-6	i	3	-5%	-3.9	5%
COc1ccc(/C=C/C(=O)c2c(O)c(OC)c3occc3c2OC)cc1
    i	-15%	2	i	20	2%	-4.2	11%
CCOC(=O)/C(C#N)=C/c1cc(C)n(-c2ccc(C)cc2)c1C
    -27%[57.5 µM]	-9%	-5	i	?	1%	-4.8	7%
COc1cccc(-c2sc3ccc(OC)cc3c2-c2ccc(OCCN3CCOCC3)cc2)c1
    -23%	-5%	-17	i	0	?	-0.8	11%
CN(C)S(=O)(=O)c1ccc(C(=O)NCCC(=O)N2CCCC2)cc1
    i	-6%	-7	i	1	3%	-3.7	8%
COc1cccc(CNC(=O)Cn2nc(C)c([N+](=O)[O-])c2C)c1
    i	2%	4	i	-16	-1%	-2.2	4%
CCOc1ccc(NC(=O)C2CCCN(S(=O)(=O)c3ccc(-n4cnnn4)cc3)C2)cc1 (configuration not stated)
    i	-6%	-3	i	-8	2%	1.5	-9%
COc1ccc2c(c1)[C@H]1[C@H](CO2)[C@H](c2ccccc2)[C@]2(C)C(=O)N(Cc3ccc(C)cc3)CC(=O)N12
    -47%[inhibitor]	-6%	0	i	-22	0%	-2.5	20%
CCCNC(=O)C(=O)Nc1cc2c3c(c1)CCC(=O)N3CCC2
    i	8%	2	.	8	1%	1.2	4%
c1ccc(CSc2snnc2-c2ccccc2)cc1
    i	1%[57.1 µM]	-3	i	6	1%	-2.3	19%
CC(=O)c1cccc(N(C(=O)Cn2nnc3ccccc32)C(C(=O)NCC2CCCO2)c2ccc(N3CCOCC3)cc2)c1 (configuration not stated)
    i	2%	-2	i	2	-1%	-2.6	4%
O=c1[nH]c(=O)n(CCO)c2nnn(Cc3ccccc3)c12
    5%[57.5 µM]	5%	-5	i	12	0%	0.4	-5%
O=C(CCc1ccccc1Cl)N1CCN(S(=O)(=O)c2ccccc2)CC1
    -8%	3%	1	i	-7	0%	-5.3	7%
NC1=NC(=O)/C(=C/c2cn(CCC(=O)O)nc2-c2ccc(Cl)cc2)S1
    ?	-1%	-8	i	-18	1%	-2.0	-2%
Cc1cccc(NC(=O)c2ccc(NS(=O)(=O)c3cccc4cccnc34)cc2)c1
    -3%	9%	-9	i	-4	.	0.8	2%
Cc1ccc(Nc2nnc(SCC(=O)NC(Cc3c[nH]c4ccccc34)C(=O)O)s2)cc1 (configuration not stated)
    i	9%	1	i	0	-2%	-1.3	-8%
Cc1ccc(Cn2c(=O)c3c(ncn3C)n(C)c2=O)cc1
    -37%[inhibitor]	15%	-1	i	4	2%	2.4	4%
O=C(NCCCCCCNC(=O)c1cccs1)c1cccs1
    -3%	0%	6	i	9	2%	-6.7	-2%
Cc1cc(CN2CCC(n3nccc3NC(=O)c3ccccc3C)CC2)n[nH]1
    -3%	10%	-2	i	5	0%	-0.6	2%
CC1CCN(CCCCOc2ccccc2-c2ccccc2)CC1
    -6%	12%	-38	i	-99*	-1%	-2.4	17%
O=[N+]([O-])c1cccc2c(S(=O)(=O)N3CCOCC3)cccc12
    i	8%	-4	i	15	2%	-1.0	-5%
CC(=O)c1cccc(NC(=O)N2C3CCC2CC(NC(=O)C2CC2)C3)c1 (configuration not stated)
    17%	3%	19	i	5	3%	2.0	10%
Cn1cccc1C(=O)NC1CCCCC1
    i	-7%	-1	i	-24	0%	-1.8	-2%
Oc1ccc(-c2csc(-c3ccccc3)n2)cc1O
    -7%[57.5 µM]	-16%	20	i	7	0%	-1.8	20%
CCOc1nc(C)nc(NC(=O)NS(=O)(=O)c2ccccc2Cl)n1
    -9%	6%	-2	i	-20	1%	-2.5	10%
CC1CCc2c(sc(NC(=O)C3=COCCO3)c2C(N)=O)C1 (configuration not stated)
    -14%	-2%	2	i	-2	-6%	4.0	5%
Cn1cnnc1Sc1nc([N+](=O)[O-])nn1C
    -22%	6%[57.1 µM]	3	i	2	0%	-2.9	8%
CCOC(=O)C1(Cc2ccccc2C)CCCN(S(=O)(=O)CC)C1 (configuration not stated)
    -72%[inhibitor]	-9%	-1	i	-29	0%	-1.3	8%
CC(Oc1ccc(F)cc1)C(=O)Nc1cccc(S(=O)(=O)N(C)c2ccccc2)c1 (configuration not stated)
    -11%	-11%	-3	i	-1	.	2.0	6%
O=C(Nc1ccccc1)c1cc([N+](=O)[O-])ccc1Cl
    i	5%	18	i	32	0%	0.9	1%
CC(C)CC1C(=O)N(Cc2cn(Cc3ccco3)nn2)CCS(=O)(=O)N1Cc1ccc(-c2ccc(F)cc2)cc1 (configuration not stated)
    -51%[inhibitor]	?	2	i	38	.	-0.4	15%
CNc1c([N+](=O)[O-])cnn1-c1cccc(Cl)n1
    i	-19%	9	i	9	0%	1.3	2%
CCCCNC(=O)C(=O)NC(C)CCc1ccccc1 (configuration not stated)
    i	20%	0	i	-15	1%	0.0	-3%
CC(=O)c1ccc(N2CCN(C(=O)C(=O)c3cn(CC(=O)N4CCOCC4)c4ccccc34)CC2)cc1
    -3%	-6%	0	i	9	.	-1.0	4%
Cc1cc(Cl)ccc1OCC(=O)N1CC(C)CC(C)C1 (configuration not stated)
    -12%	-4%	-9	i	8	1%	-0.9	0%
CN(C)C(=O)OCC1COc2ccccc2O1 (configuration not stated)
    i	0%	0	i	6	0%	-0.5	2%
O=C1Nc2ccc(S(=O)(=O)N3CCCC3C(=O)O)c3cccc1c23 (configuration not stated)
    1%	-19%	0	i	10	-4%	1.9	5%
CCN(CC)CCN(C(=O)c1ccc([N+](=O)[O-])cc1)c1nc2c(OC)cccc2s1
    i	7%	-15	i	-23	1%	0.9	6%

# Screening data: PubChem, National Center for Advancing Translational Sciences (NCATS)
